High-throughput results deposited in PubChem BioAssay by several laboratories.
Rv3671c protease = Rv3671c serine protease inhibitors, primary screen, biochemical, fluorescence polarization, M. tuberculosis H37Rv | inhibition, % at 5.96 µM | actives 0.048% (n = 320,000); in the data active = inhibition above about 38%;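 note: extracellular domain of Rv3671c used as enzyme; 0% = enzyme with DMSO and 100% = no enzyme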
Anthrax LF inh2 = Bacillus anthracis LF protease inhibitors, primary screen, biochemical, multiplex microsphere, MLPCN library | Lethal factor (Bacillus anthracis), P15917 | multiplex microsphere protease cleavage assay | inhibition, % at 10 µM | actives 0.12% (n = 360,000) | AID 588501, 2011; in the data active = inhibition above about 30%; inconclusive = no clear call, values can overlap the other calls; note: plate controls were buffer without enzyme for full effect and enzyme alone for no effect
PfHsp40 rescue = rescue of yeast from PfHsp40 toxicity, primary screen, S. cerevisiae, ATP luminescence; actives 0.68% (n = 340,000); growth rescue, % at 12.5 µM; S. cerevisiae expressing PfHsp40, growth rescue; in the data active = growth rescue above about 28%, passing the limit was not always enough; inconclusive = no clear call, values can overlap the other calls;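 note: yeast W303a lacking pdr1 and pdr3 grown in galactose medium; growth measured after three days at 30 °C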
MazEF act = activators of E. coli MazEF toxin-antitoxin RNase, primary screen, biochemical, fluorescence, uHTS; Endoribonuclease toxin MazF (Escherichia coli (strain K12)), P0AE70; FAM/BHQ RNA-DNA oligo cleavage fluorescence, 5 h; activation, % at 20 µM; actives 0.32% (n = 350,000); in the data active = activation above about 50%
Vc quorum ag = inducers of Vibrio cholerae quorum light production without autoinducers, primary screen, BH1578 luxS cqsA deficient, single point; V. cholerae BH1578 lux reporter, luminescence, 6 h; activation, % at 18.7 µM; actives 0.16% (n = 350,000); in the data active = activation mostly above about 9.7%, no sharp cut-off; inconclusive = no clear call, values can overlap the other calls; inactive = mostly below about 3.7%; note: not every result past the cut was called active; inactives centre near 0; reference of the scale not given here
Yp Topo-I inh = Yersinia pestis topoisomerase I inhibitors, primary screen, biochemical, cleavage product accumulation, plate reader, single point; actives 0.064% (n = 360,000); activity, % at 10 µM; DNA topoisomerase I (Yersinia pestis CO92); Y. pestis Topo-I cleavage product accumulation; in the data active = activity above about 50%, passing the limit was not always enough; inconclusive = no clear call, values can overlap the other calls; note: inactives centre near 2
PriA SSB inh = inhibitors of Klebsiella pneumoniae PriA binding to SSB C-terminal tail, primary screen, biochemical, AlphaScreen; inhibition, % at 33 µM; actives 0.6% (n = 430,000); AlphaScreen SSBct-PriA binding, biotinylated peptide; PriA–SSB C-terminal tail interaction (Klebsiella pneumoniae); in the data active = inhibition mostly above about 37%, no sharp cut-off; inactive = mostly below about 20%;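 note: plate controls were negative control peptide for no effect and reference peptide for full effect; strong numbers were not always called active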
DUSP3 inh = VHR1 phosphatase inhibitors, primary screen, biochemical, absorbance, uHTS. recombinant VHR phosphatase, pNPP absorbance. AID 1654, 2009. Dual specificity protein phosphatase 3 (Homo sapiens), P51452. inhibition, % at 13.3 µM. actives 0.52% (n = 290,000); in the data active = inhibition above about 50%; note: some compounds called inactive have numbers as strong as hits
TcdB inh = TcdB glycohydrolase inhibitors, primary screen, biochemical, single point, plate reader. Toxin B (Clostridioides difficile), P18177. TcdB glycohydrolase enzymatic assay. inhibition, % at 9.99 µM. actives 0.24% (n = 350,000); in the data active = inhibition above about 10%
Target sequence (P18177 whole entry, looked up): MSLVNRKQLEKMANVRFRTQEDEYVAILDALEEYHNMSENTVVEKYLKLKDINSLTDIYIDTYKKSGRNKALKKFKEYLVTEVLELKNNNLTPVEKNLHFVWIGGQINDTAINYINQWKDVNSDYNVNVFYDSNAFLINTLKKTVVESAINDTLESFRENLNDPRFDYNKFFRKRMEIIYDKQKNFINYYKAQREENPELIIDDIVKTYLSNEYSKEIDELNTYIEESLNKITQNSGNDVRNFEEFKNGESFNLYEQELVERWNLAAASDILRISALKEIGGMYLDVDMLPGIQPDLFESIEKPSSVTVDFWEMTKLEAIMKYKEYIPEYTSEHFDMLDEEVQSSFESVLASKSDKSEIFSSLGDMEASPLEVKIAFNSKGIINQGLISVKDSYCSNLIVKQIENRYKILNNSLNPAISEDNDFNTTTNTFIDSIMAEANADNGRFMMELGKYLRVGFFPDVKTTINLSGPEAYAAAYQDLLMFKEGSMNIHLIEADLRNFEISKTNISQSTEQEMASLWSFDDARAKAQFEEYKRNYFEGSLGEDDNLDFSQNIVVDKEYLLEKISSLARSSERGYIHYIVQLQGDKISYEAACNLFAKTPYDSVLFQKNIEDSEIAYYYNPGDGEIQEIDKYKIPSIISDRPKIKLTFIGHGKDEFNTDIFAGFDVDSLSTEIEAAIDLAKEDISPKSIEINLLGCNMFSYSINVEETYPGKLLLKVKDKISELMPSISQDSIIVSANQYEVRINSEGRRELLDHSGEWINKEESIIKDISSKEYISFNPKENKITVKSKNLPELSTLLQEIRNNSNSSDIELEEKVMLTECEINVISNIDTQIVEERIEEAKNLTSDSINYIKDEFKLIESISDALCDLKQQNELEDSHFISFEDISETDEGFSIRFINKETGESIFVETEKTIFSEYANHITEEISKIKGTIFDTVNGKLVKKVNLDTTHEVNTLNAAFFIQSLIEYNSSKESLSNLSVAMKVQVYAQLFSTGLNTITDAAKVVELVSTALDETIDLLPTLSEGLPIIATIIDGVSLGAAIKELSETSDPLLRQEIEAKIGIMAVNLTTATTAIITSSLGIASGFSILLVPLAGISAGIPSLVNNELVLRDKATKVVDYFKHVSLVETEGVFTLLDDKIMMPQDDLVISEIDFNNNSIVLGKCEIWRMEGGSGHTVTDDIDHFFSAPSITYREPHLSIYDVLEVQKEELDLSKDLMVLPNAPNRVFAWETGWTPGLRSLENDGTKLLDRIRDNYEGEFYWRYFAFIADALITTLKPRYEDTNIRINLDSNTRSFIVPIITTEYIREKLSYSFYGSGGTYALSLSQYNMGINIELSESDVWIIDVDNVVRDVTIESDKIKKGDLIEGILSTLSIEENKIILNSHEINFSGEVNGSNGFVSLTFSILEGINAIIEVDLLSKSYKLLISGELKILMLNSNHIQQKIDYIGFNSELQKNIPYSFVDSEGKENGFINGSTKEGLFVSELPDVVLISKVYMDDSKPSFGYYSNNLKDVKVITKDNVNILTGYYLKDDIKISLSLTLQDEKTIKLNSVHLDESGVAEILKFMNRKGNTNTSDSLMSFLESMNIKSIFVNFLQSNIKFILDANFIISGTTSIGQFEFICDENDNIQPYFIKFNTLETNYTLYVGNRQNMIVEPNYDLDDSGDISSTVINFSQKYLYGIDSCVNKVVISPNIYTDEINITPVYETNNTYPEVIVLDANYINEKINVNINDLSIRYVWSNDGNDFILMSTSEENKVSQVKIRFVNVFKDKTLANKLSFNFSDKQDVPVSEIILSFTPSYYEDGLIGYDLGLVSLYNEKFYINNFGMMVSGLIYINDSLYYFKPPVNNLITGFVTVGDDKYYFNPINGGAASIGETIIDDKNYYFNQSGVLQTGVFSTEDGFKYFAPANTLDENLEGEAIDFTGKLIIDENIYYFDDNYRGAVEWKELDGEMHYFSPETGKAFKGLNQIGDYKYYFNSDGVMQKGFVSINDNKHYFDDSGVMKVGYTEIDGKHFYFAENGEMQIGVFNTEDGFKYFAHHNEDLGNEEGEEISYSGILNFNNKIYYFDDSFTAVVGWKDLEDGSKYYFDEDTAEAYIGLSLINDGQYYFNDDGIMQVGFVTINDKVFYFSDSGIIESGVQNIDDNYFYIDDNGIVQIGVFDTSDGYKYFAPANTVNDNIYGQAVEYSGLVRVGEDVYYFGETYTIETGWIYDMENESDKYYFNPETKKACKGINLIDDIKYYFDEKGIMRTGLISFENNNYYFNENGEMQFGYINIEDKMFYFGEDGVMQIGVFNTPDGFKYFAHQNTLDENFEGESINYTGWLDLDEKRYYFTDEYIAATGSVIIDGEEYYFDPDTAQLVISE
SARS 3CLpro inh = SARS-CoV 3CLpro protease inhibitors, primary screen, biochemical, quenched FRET; actives 0.14% (n = 290,000); AID 1706, 2009; recombinant SARS-CoV 3CLpro, quenched FRET peptide cleavage; Replicase polyprotein 1ab (Severe acute respiratory syndrome coronavirus), P0C6X7; inhibition, % at 6 µM; in the data active = inhibition above about 12%
The depositor's hits bear a star; i = inactive; ? = inconclusive; . = no result given; & = joins results of further samples. These rows are one share of the data. The share of hits here may be higher or lower than overall.

SMILES	Rv3671c protease	Anthrax LF inh2	PfHsp40 rescue	MazEF act	Vc quorum ag	Yp Topo-I inh	PriA SSB inh	DUSP3 inh	TcdB inh	SARS 3CLpro inh
CCCn1nc(C(=O)NNC(=O)CCCOc2ccc(OC)cc2)c2ccccc2c1=O	-5	-9	1.7	3	i	13	-2	.	-0.3	.
CCN1CCN(C(=O)c2ccc(COc3ccc(Cl)cc3)o2)CC1	1	3	-1.1	7	12	20	-11	-4	.	2
CCOc1ccc(NS(=O)(=O)c2ccc(C(=O)NCc3cccnc3)cc2)cc1	1	5	0.0	0	2.6	3	-3	.	0.2	.
CC(=O)N1CCN(c2nnnn2-c2ccccc2)CC1	4	-5	-0.4	-4	-0.3	-1	-3	27	.	-2
O=C(CCCOc1ccc(Br)cc1)Nc1ccc(S(=O)(=O)N2CCOCC2)cc1	-21	.	-0.4	-6	-0.2	20	-24	.	-0.3	.
CN(C)CCn1c2c(c(SCC(=O)Nc3cccc(C(F)(F)F)c3)nc1=O)CCCC2	-1	-5	?	9	i	4	-14	.	-0.7	.
Cc1csc(SCc2c(C(=O)O)oc3ccccc23)n1	-6	0	-0.2	-1	-0.6	4	-15	.	.	7
CCOCCCNC(=O)CCc1ccc(-n2cnc3cccnc32)cc1	.	9	1.1	3	-7.7	10	3	35	0.5	-3
Cc1cc(Nc2ccccc2Br)n2nc(C)nc2n1	4	6	-1.1	-4	-0.4	-1	-5	4	1.9	-2
O=[N+]([O-])c1cc([N+](=O)[O-])c(N2CCOCC2)cc1NCc1ccccc1	-11	-3	12	12	i	9	0	10	.	-5
O=C(NCCc1cccs1)C12CN(Cc3ccccc3)CC1C(c1cccc([N+](=O)[O-])c1)=NO2 (stereo unspecified)	-9	-1	-0.1	-1	-1.3	3	6	29	1.6	1
CN(CC(=O)Nc1ccc(Cl)cc1)C(=O)C1CCCC1	.	.	-1.0	4	i	8	-3	.	2.3	.
Cc1ccc(C(=O)N/C(=C/c2ccccc2)C(=O)NCc2ccncc2)cc1	0	0	.	5	-0.7	-4	-5	10	3.4	-2
C/C(=N/NC(=O)CCCOc1ccc(Cl)cc1Cl)c1ccc(C)o1	-3	0	-0.7	3	-1.7	7	.	6	.	5
Cn1nc(C(=O)OCC(=O)Nc2ccc(C(N)=O)cc2)c2ccccc2c1=O	3	3	-0.2	2	i	-1	-3	.	-1.6	.
Cc1oc(-c2ccccc2F)nc1CSCC(=O)NC1CCCC1	-1	-1	-1.2	3	-4.2	9	-10	-9	1.5	1
Cc1ccccc1CNCc1cccnc1	-5	-3	1.8	-13	i	-4	-18	-10	.	0
Cc1nnc(NC(=O)CSc2nnc(-c3ccccc3)n2C)s1	-9	1	0.5	-9	i	-11	-1	9	1.0	1
CC(=O)N1CCN=C1SCc1ccc(Br)cc1	-3	0	0.4	9	-0.5	-1	-20	53*	0.6	2
O=C(Cn1cnc2cc([N+](=O)[O-])ccc2c1=O)Nc1ccc2c(c1)OCO2	11	0	1.0	1	0.3	0	-22	8	0.2	-2
OCC1(C2=NOC(O)(C(F)(F)F)C2)CCCCC1 (stereo unspecified)	-11	-3	-0.5	-5	-0.2	6	-9	32	.	-4
COc1ccc(CCC(=O)N2CCN(S(=O)(=O)c3cccc(C(F)(F)F)c3)CC2)cc1OC	-5	-6	-0.3	4	i	16	8	.	0.0	.
Cc1cccc(-c2nnc3sc(-c4ccccc4C)nn23)c1	-15	-4	15	2	-1.7	3	-6	15	.	-5
COC(=O)c1ccc(Nc2nc(C)cc(C)n2)cc1	8	-1	-0.8	-12	i	-7	8	17	.	2
O=S(=O)(c1ccc(=S)[nH]c1)N1CCCC1	5	-5	0.5	5	i	-8	-14	.	1.1	.

Limited to Yp Topo-I inh, PfHsp40 rescue and Anthrax LF inh2 (two entries from above):
molecule | Yp Topo-I inh | PfHsp40 rescue | Anthrax LF inh2
O=S(=O)(c1ccc(=S)[nH]c1)N1CCCC1 | -8 | 0.5 | -5
Cc1cccc(-c2nnc3sc(-c4ccccc4C)nn23)c1 | 3 | 15 | -4

Single values from the results shown:
For Rv3671c protease, `Cc1csc(SCc2c(C(=O)O)oc3ccccc23)n1` shows -6
For PfHsp40 rescue, `O=[N+]([O-])c1cc([N+](=O)[O-])c(N2CCOCC2)cc1NCc1ccccc1` shows 12
For SARS 3CLpro inh, `Cc1ccc(C(=O)N/C(=C/c2ccccc2)C(=O)NCc2ccncc2)cc1` shows -2

The listing continues:
SMILES	Rv3671c protease	Anthrax LF inh2	PfHsp40 rescue	MazEF act	Vc quorum ag	Yp Topo-I inh	PriA SSB inh	DUSP3 inh	TcdB inh	SARS 3CLpro inh
C/C(=N\OC(=O)c1ccc(F)cc1)c1sc(-c2ccccc2)nc1C	1	2	0.3	-3	0.0	1	.	22	.	-6
CCN(CC)C(C(=O)NC1CCCCC1)c1ccc(C)cc1 (stereo unspecified)	0	-2	0.6	2	-0.8	0	-3	4	-1.8	2
COc1ccc2nc(N3CCCC(C(=O)NCCCN4C(C)CCCC4C)C3)sc2c1 (stereo unspecified)	4	-7	0.5	7	i	-5	-3	2	1.6	-2
Cc1cccc(SCc2noc(C(=O)NC(C)C)c2C(=O)O)c1	-8	-1	0.3	5	i	0	-11	20	1.4	2
O=c1[nH]c(=O)n(-c2cc(Br)c(O)c(Br)c2)cc1Br	-1	.	0.6	9	-0.4	4	-6	4	1.0	-5
O=C(NCCc1ccccc1)c1cccc(NC(=O)c2ccccc2)c1	.	-1	1.0	5	-1.0	10	-14	.	0.0	.
O=c1ccc2cc(S(=O)(=O)N3CCN(c4ccccc4)CC3)ccc2o1	-1	-4	-0.2	5	i	1	-5	-9	.	-6
CC1Nc2nc(N(C)C)[nH]c(=O)c2NC1C (stereo unspecified)	-10	0	-0.7	-6	0.1	-5	10	-4	3.9	5
CCC(C)NS(=O)(=O)c1ccc(OCC(=O)N2CCN(CC)CC2)cc1 (stereo unspecified)	1	1	0.3	8	i	-1	-8	-5	.	0
Cc1nnc(NC(=O)c2sc3ccccc3c2Cl)s1	4	0	1.3	-5	0.3	-6	-11	15	.	-5
O=C(O)c1cccc(CSc2nnc(-c3ccco3)o2)c1	-3	-2	0.6	-10	i	2	-2	28	-0.6	-6
COc1ccccc1CN1CCN(Cc2ccc(Cl)cc2)CC1	-3	2	0.5	-1	-0.3	12	-5	14	1.5	-3
Cc1cc(C(=O)COC(=O)/C=C/c2cccc(F)c2)c(C)n1C	8	-2	-1.3	8	-0.3	23	12	-2	0.4	7
COc1ccccc1C(=O)NCC(=O)N/N=C/c1cccc(Cl)c1	5	1	0.5	-7	i	2	.	23	1.1	4
O=C(Cn1ncc2c3ccccc3n(Cc3ccccc3)c2c1=O)NCCCN1CCCC1=O	-3	-3	-0.2	0	2.0	37	-6	6	0.4	2
CCCCOc1ccc(N(CC(=O)NCCOC)C(=O)CCC(=O)Nc2ccccn2)cc1	-4	3	0.1	-4	i	13	-11	2	-0.9	2
O=Cc1cn(Cc2c(F)cccc2Cl)nc1-c1ccccc1	1	22	-0.2	3	-1.2	9	-13	.	1.0	.
O=C(CNC(=O)C(c1ccccc1)c1ccccc1)N/N=C\c1ccc2c(c1)OCO2	8	-3	0.1	15	i	31	.	5	.	3
COC(=O)Nc1c(C)n(C)n(-c2ccccc2)c1=O	-6	-6	-0.9	-1	-0.3	-3	-8&-2	3	.	4
COc1cc(NC(=O)c2cc(-c3ccccc3Cl)on2)cc(OC)c1OC	-14	-4	11	-7	-0.8	0	-16	-23	-4.9	10
CN1CCN(C(=O)c2ccc(-n3cccc3)cc2)CC1	-1	1	-1.2	0	-3.6	1	-11	21	.	-4
CCc1ccc(NC(=O)C(C)OC(=O)c2cc(=O)[nH]c3ccc(S(=O)(=O)Nc4ccc(F)cc4)cc23)cc1 (stereo unspecified)	-16	-1	-1.2	25	-0.5	-2	-25	26	0.3	0
Cc1ccc(C(=O)NNC2=Nc3cccc4cccc2c34)cc1	-5	2	-0.9	86*	-0.4	-6	3	-12	.	-2
O=C(COC(=O)c1ccc(F)cc1F)Nc1ccc(Cl)cn1	1	-12	3.6	1	2.9	14	-12	.	0.1	.
Cc1ccc(C(=O)COC(=O)CSc2cccc3cccnc23)c(C)c1	-2	-2	3.0	-6	-0.7	36	78*	.	.	2
Carrying on.
SMILES	Rv3671c protease	Anthrax LF inh2	PfHsp40 rescue	MazEF act	Vc quorum ag	Yp Topo-I inh	PriA SSB inh	DUSP3 inh	TcdB inh	SARS 3CLpro inh
CSCCC(N=C1NS(=O)(=O)c2ccccc21)C(=O)N1CCCC(C(N)=O)C1 (stereo unspecified)	3	0	-0.7	0	i	3	-10	.	-0.8	.
Nc1c(Cl)cc(C2=NCCn3c2c2ccccc2[n+]3[O-])cc1Cl	-4	-8	-0.3	-2	i	4	-15	.	0.0	.
O=c1[nH]c2ccc(Cl)cc2c(-c2ccccc2)c1N1CCN(CCO)CC1	-2	-1	-0.5	3	2.2	13	-2	21	.	-2
OC1/C(=C/c2ccc(C(F)(F)F)cc2)N2CCC1CC2 (stereo unspecified)	-9	0	1.4	-5	1.6	-7	-6	45	2.1	1
O=C(NCCS(=O)(=O)NCCc1ccccc1)c1ccccc1	1	2	1.6	6	i	0	7	.	2.0	.
O=C(Cn1cnc2c(nnn2-c2ccccc2)c1=O)N1CCCc2ccccc21	-1	4	-0.6	5	-0.6	3	-6	-13	1.1	-1
C#CCN(C[C@H]1[C@H](OC(=O)NCc2ccc(OC)c(OC)c2)[C@H](OC(=O)NCc2ccc(OC)c(OC)c2)C[C@@H](C(=O)OC)[C@H]1C(=O)OC)S(=O)(=O)c1ccc(C)cc1	.	-6	.	11	-0.2	37	.	.	0.5	.
CC(Oc1ccc2c(-c3ccccc3)cc(=O)oc2c1)C(=O)NCC(O)c1ccccc1 (stereo unspecified)	-5	-2	0.4	16	-0.5	25	-11	33	0.4	-1
CNC(=S)NCCc1cc2c(OC)ccc(OC)c2[nH]c1=O	0	-1	0.4	5	i	-6	-8	24	0.9	-5
O=C(C/C=N/OCc1ccccc1F)c1cnc(-c2ccc(Cl)cc2)s1	1	-3	-1.2	1	-0.7	6	.	25	.	-4
COc1ccc(-c2nc(C#N)c(NCc3ccc(C)cc3)o2)cc1OC	3	-3	4.4	4	i	23	-9	25	.	1
O=C(CSc1nnc(-c2ccccc2O)n1Cc1ccccc1)NNC(=O)c1ccccc1O	9	0	305*	-1	i	-1	-4	-5	.	-2
CN(Cc1ccccc1)S(=O)(=O)c1ccc(NC(=O)c2ccccc2C(=O)O)cc1	1	-4	4.1	-4	-0.4	2	-2	.	0.3	.
Cc1nn(CC(=O)Nc2cc(S(=O)(=O)N(C)C)ccc2Cl)c(C)c1[N+](=O)[O-]	1	1	0.3	6	-0.2	-3	6	-7	.	5
Clc1ccc2nc3ccccn3c2c1	4	-2	1.2	6	-0.3	-2	-21	-2	.	-3
COCCCNC(=O)C1CCN(c2ncccn2)CC1	-8	-7	0.6	2	i	0	-19	4	-1.0	2
COc1ccc(NC(=O)C2CCN(C(=O)c3cccs3)CC2)c(OC)c1	0	-13	-1.7	4	i	8	-9	34	.	-3
COC(=O)c1cccc(COC(=O)c2ccccc2NC(=O)c2ccco2)c1	7	-6	0.0	-8	7.1	-7	-15	0	.	-11
COc1ccc([C@H]2CC(=O)C=C(c3cc(C)ccc3OC)C2)cc1	-1	1	5.9	-1	i	10	-16	.	1.0	.
